# Source: PubChem
# TAAR1 antagonist = human TAAR1 antagonists, primary screen, Fluo-8 calcium fluorescence, CHO RD-HGA16 cells | Trace amine-associated receptor 1 (Homo sapiens), Q96RJ0 | antagonist | inhibition, % at 3 µM | actives 1.5% (n = 360,000) | AID 624466, 2012;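 active means inhibition above a per-plate cutoff, the mean inhibition of test compounds on that plate plus 3 SD, cut at about 49% in these data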;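 further: 0% = DMSO plus EC80 beta-PEA response and 100% = DMSO alone without agonist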
#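 Assay system: CHO-derived RD-HGA16 cells stably expressing human TAAR1 plus Gα16. Timing: 140 s kinetic read after compound, 140 s after agonist. Technique: kinetic Fluo-8 calcium fluorescence measurement. Measure: % inhibition of agonist calcium response.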
# CHO parental Ca = ATP-evoked calcium signal inhibitors, parental CHO, primary screen, counter-screen for OX1R antagonist project, cell-based, fluorescence, Fluo-8 calcium dye. parental CHO-K1, ATP-induced calcium, Fluo-8 fluorescence. actives 0.63% (n = 330,000). inhibition, % at 5.6 µM;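 active means inhibition above that plate's mean sample inhibition plus 3 SD, cut at about 26% in these data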;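 further: 0% = ATP-challenged DMSO wells and 100% = DMSO wells without ATP; some compounds past the cut are filed as inactive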
#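 Assay system: parental CHO cells; Read-out basis: percent inhibition of ATP-evoked calcium rise, normalized to controls; Benchmarks: ATP and no-ATP DMSO wells; Compound dosing: single nominal dose of 5.6 µM per compound; Signal: Fluo-8 calcium dye fluorescence; Also added: ATP as calcium-mobilizing challenge; Repeats: singlicate.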
# V1R ag counter = agonists of human V1a receptor, primary screen, counter-screen for OXTR agonist project, fluorescence, CHO-V1R cells. Vasopressin V1a receptor (Homo sapiens), P37288. Fluo-8 calcium fluorescence, agonist mode; 0% DMSO, 100% 3 nM vasopressin. activation, % at 3 µM. actives 0.25% (n = 320,000). AID 2797, 2010;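 active means activation above the mean activation of all tested compounds plus 3 SD, per screening run, cut at about 20% in these data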;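 further: signal is peak over basal fluorescence ratio across a 100 second FLIPR read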
# Target sequence (P37288 whole entry, looked up): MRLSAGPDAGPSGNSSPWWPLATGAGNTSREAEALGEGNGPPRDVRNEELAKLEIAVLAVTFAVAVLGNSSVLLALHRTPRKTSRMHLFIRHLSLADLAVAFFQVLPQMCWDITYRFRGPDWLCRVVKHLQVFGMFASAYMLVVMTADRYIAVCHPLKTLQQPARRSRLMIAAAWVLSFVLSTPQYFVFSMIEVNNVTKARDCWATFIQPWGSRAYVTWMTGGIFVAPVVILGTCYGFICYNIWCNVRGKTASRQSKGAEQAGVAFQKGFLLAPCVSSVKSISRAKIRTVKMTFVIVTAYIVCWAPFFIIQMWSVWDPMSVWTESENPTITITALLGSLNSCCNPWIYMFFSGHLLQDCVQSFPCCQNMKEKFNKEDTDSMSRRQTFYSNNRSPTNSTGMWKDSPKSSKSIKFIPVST
# CHRM1 antagonist = human M1 muscarinic receptor antagonists, primary screen, CHO-K1 cells, Fluo-8 calcium fluorescence, 1536-well; Muscarinic acetylcholine receptor M1 (Homo sapiens), P11229; CHO-K1 hM1, ACh EC80 antagonist; inhibition, % at 3 µM; actives 1.3% (n = 360,000); AID 588852, 2011;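 active means percent inhibition above its own plate's cutoff, namely the mean of that plate's compound wells plus 3 SD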;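 further: peak over basal fluorescence ratio during 140 s after agonist addition; 0% = ACh EC80 plus DMSO and 100% = DMSO alone without agonist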
# TAAR1 agonist = human TAAR1 agonists, primary screen, Fluo-8 calcium fluorescence, CHO RD-HGA16 cells. activation, % at 3 µM. actives 0.99% (n = 360,000). Trace amine-associated receptor 1 (Homo sapiens), Q96RJ0. vehicle wells 0%, saturating PEA agonist 100%. AID 624467, 2012;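 active means activation above the mean activation of all test compounds in the run plus 3 SD, cut at about 38% in these data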
#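 System: CHO RD-HGA16 cells carrying human TAAR1 plus Gα16; Incubation: 17-24 h seeding, 75 min 37 °C dye, 30 min RT; Measured by: Fluo-8 fluorescence, 5 s baseline then 140 s kinetic read; Control set: DMSO and PEA EC100; Replication: single well for each compound.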
# OXTR potentiate = human OXTR potentiators, primary screen, fluorescence, CHO-OTR cells, Fluo-8 calcium; Fluo-8 calcium fluorescence, potentiator mode; 0% = oxytocin EC15, 100% = EC100; Oxytocin receptor (Homo sapiens), P30559; activation, % at 3 µM; actives 0.061% (n = 320,000);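 active means activation above that plate's cutoff, the mean activation of tested compounds plus 3 SD, cut at about 6.6% in these data, passing the limit was not always enough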;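 further: 100% uses oxytocin at 75 nM as the full agonist control; some results filed as inactive read as strong as hits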
# Target sequence (P30559 whole entry, looked up): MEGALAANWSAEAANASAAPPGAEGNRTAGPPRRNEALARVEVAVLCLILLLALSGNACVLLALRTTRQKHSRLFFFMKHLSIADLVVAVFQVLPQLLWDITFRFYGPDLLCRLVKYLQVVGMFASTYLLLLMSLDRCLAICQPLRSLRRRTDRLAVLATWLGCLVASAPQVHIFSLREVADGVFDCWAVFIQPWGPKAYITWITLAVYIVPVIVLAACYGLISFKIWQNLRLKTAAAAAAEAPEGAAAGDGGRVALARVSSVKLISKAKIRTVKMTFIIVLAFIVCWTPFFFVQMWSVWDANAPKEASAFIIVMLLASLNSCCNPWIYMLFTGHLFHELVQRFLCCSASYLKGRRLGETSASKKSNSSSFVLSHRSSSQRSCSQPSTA
#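 test system = CHO-OTR cells, human receptor | compound = single-point 3.0 µM | schedule = 6 min compound pre-incubation at room temperature, 100 s kinetic read | signal = Fluo-8 no-wash calcium dye fluorescence, excitation 470-495 nm, emission 515-575 nm | repeats = single well per compound, singlicate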
# OXTR agonist = human OXTR agonists, primary screen, fluorescence, CHO-OTR cells, Fluo-8 calcium | activation, % at 3 µM | Fluo-8 calcium fluorescence; normalized: DMSO 0%, oxytocin 100% | actives 0.32% (n = 320,000) | Oxytocin receptor (Homo sapiens), P30559;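 active means activation above the mean of all tested compounds plus 3 SD, cutoff set per screening run, cut at about 20% in these data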;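 further: peak over basal fluorescence ratio from a 100 s FLIPR kinetic read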
# M1 ag = human M1 muscarinic receptor agonists, primary screen, Fluo-8 calcium fluorescence, CHO-K1 cells, HTS; Muscarinic acetylcholine receptor M1 (Homo sapiens), P11229; CHO-K1 hM1, agonist mode; 0% DMSO, 100% acetylcholine EC100; activation, % at 3 µM; actives 0.33% (n = 360,000); AID 588814, 2011;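 active means activation above the run's mean compound activation plus 3 SD, cut at about 16% in these data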;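 further: peak over basal fluorescence ratio within a 140 s kinetic read after compound addition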
# CHRM1 PAM = human M1 muscarinic receptor positive allosteric modulators, primary screen, CHO-K1 cells, Fluo-8 calcium fluorescence, 1536-well | Muscarinic acetylcholine receptor M1 (Homo sapiens), P11229 | CHO-K1 hM1, ACh EC20; 0% = ACh EC20, 100% = maximal ACh | activation, % at 3 µM | actives 0.088% (n = 360,000); in the data active means activation above about 19%, passing the limit was not always enough
# * = called active by the depositor; nt = no result given. Outcome played no part in choosing rows. Share with any hit: about 3.7%.
SMILES,TAAR1 antagonist,CHO parental Ca,V1R ag counter,CHRM1 antagonist,TAAR1 agonist,OXTR potentiate,OXTR agonist,M1 ag,CHRM1 PAM
CCN(Cc1ccccc1)C(=O)c1cc2cc(OC)c(OC)cc2[nH]1,-11,-24,0.8,0,3,-18,-1.0,-4,0
CCCC(=O)NC(c1ccccc1)c1ccc2cccnc2c1O (stereo not drawn),-9,-14,0.5,-10,3,3,-1.7,-3,7
COCCNC(=O)/C(=C/c1ccccc1Cl)c1ccccc1,-4,-20,-0.9,-6,-2,-1,-1.4,-4,11
Cc1onc(-c2ccccc2)c1C(=O)OCC(=O)N(C)c1c(N)n(Cc2ccccc2)c(=O)[nH]c1=O,5,-16,1.7,-13,3,-15,-0.4,-3,10
COC(=O)C(=C/C=C/c1cccnc1)C(=O)OC,-12,-21,-0.1,2,2,-14,1.2,-4,2
CCN1C[C@@H]2[C@@H]3C(=O)N(Cc4ccccc4)C(=O)[C@@H]3[C@](C)(C1=O)N2C(=O)c1ccc(F)cc1,6,nt,nt,-4,13,nt,nt,-3,-1
CCN1C(=O)[C@H]2[C@@H](c3ccc(C)cc3)N3C(=O)N(c4ccc(C(F)(F)F)cc4)C(=O)[C@@]3(CC)[C@H]2C1=O,-2,-12,-1.5,0,-1,6,-0.1,-4,2
O=C(Nc1cccc(Cl)c1Cl)c1cc(S(=O)(=O)NCCc2ccccc2)ccc1F,-24,-17,2.3,-11,4,-2,-0.1,-9,10
CC(=O)c1ccc(N2CCN(C(=O)C(=O)c3cn(CC(=O)N4CCCCCC4)c4ccccc34)CC2)cc1,10,-2,0.6,12,1,-7,-0.3,-4,-1
O=C(CN1CCCC1c1cccs1)Nc1cccc(S(=O)(=O)N2CCCC2)c1 (stereo not drawn),-4,-13,3.9,-1,0,-4,2.3,-6,-5
N#Cc1ccc(-c2csc(NNC(=O)c3ccccc3)n2)cc1,-5,-10,3.7,-6,19,-16,2.7,0,1
Cc1cc(C)cc(NC(=S)N(C)C)c1,-33,-10,1.7,-11,4,-3,-0.5,1,7
CCCCC(CCCCl)C(=O)Nc1ccccc1 (stereo not drawn),1,-15,-0.4,-3,3,-3,-1.8,-10,2
C=CCN=C1CC(C)(C)C(C(=O)OC)C(O)=C1C(=O)CCC (stereo not drawn),5,-12,-0.1,2,10,8,0.1,-7,1
CC(=O)/C(=C\N(C)C)Sc1ccc(C)cc1,-28,-1,0.6,-21,5,-1,0.1,-5,12
CC(C)N(CCn1c(SCC(=O)N2CC(=O)Nc3ccccc32)nc2ccccc2c1=O)C(C)C,15,-12,0.0,61*,0,-3,0.6,-6,-23
CCOC(=O)C1(C)CCCCCN1C(=O)c1ccccc1F (stereo not drawn),5,nt,nt,1,0,nt,nt,-2,1
CCSc1ccccc1C(=O)Nc1nc2ccccc2c(=O)[nH]1,21,-22,1.5,-1,6,-4,0.6,-6,3
COc1cc(CNCc2cccc3ccccc23)cc(OC)c1,4,-18,4.1,13,8,-3,3.0,0,-5
CC(C)OC(=O)CSc1nnc(CNc2cccc(Cl)c2)n1C,-12,-23,1.6,-9,3,-6,1.5,-3,-2

# Shown as a hit in CHRM1 antagonist, of those listed so far:
SMILES	TAAR1 antagonist	CHRM1 antagonist	OXTR potentiate	M1 ag	CHRM1 PAM
CC(C)N(CCn1c(SCC(=O)N2CC(=O)Nc3ccccc32)nc2ccccc2c1=O)C(C)C	15	61*	-3	-6	-23

# Next section.
SMILES,TAAR1 antagonist,CHO parental Ca,V1R ag counter,CHRM1 antagonist,TAAR1 agonist,OXTR potentiate,OXTR agonist,M1 ag,CHRM1 PAM
C[C@@H]1CN([C@@H](C)CO)C(=O)CCCn2nncc2CO[C@H]1CN(C)Cc1cccc(O)c1,-17,nt,nt,-14,1,nt,nt,-6,10
Cc1ccc(NC(=O)CCNC(=O)c2ccccc2Cl)nc1,-3,nt,nt,-1,0,nt,nt,-3,2
CCCCn1c(N)c(N(Cc2ccccc2OC)C(=O)C(C)Oc2ccc(Br)cc2)c(=O)[nH]c1=O (stereo not drawn),8,nt,nt,6,0,nt,nt,-1,2
Cc1c(N2C(=O)c3ccccc3C2=O)c(=O)n(-c2ccccc2)n1C,-9,6,0.3,-5,2,-2,0.7,-6,0
COc1ccccc1/C=C1\SC(=S)N(Nc2nc(C)cc(C)n2)C1=O,-10,-16,-1.5,-1,7,-10,-1.1,-5,6
OCCNc1nc2ccccc2[nH]1,22,1,0.4,-9,-1,-9,0.5,-4,8
Cc1ccc(NC(=O)Cc2nc(COC(=O)c3c(F)cccc3Cl)cs2)cc1,10,-1,1.0,13,1,-9,-1.3,-2,-6
COc1ccccc1-c1cc(C(=O)Nc2cc(C)on2)no1,-5,-9,-1.2,-1,12,-9,-1.7,-8,3
CCC(C)[C@@H](C(=O)NCC1CCC(C(=O)O)CC1)n1nnc2ccccc2c1=O (stereo partly drawn),-10,-3,0.2,4,2,-4,0.0,-6,-2
COc1cccc(OC)c1C(=O)Nc1ccc(S(=O)(=O)Nc2cc(C)nc(C)n2)cc1,-4,2,0.6,-16,9,-3,0.3,-2,-1
Cc1ccc(S(=O)(=O)N2CCOCC2)cc1NC(=O)CSc1ccccn1,-18,4,-0.5,5,1,-4,0.7,-1,0
Cn1c(N)c(-c2ccccc2)c2ccc([N+](=O)[O-])cc2c1=O,40,43*,51*,42*,31,-17,46*,62*,-24
CCCCOC(=O)c1ccc(N/C(=N\S(=O)(=O)c2ccccc2)c2ccccc2)cc1,18,-34,1.9,-3,0,-3,-0.1,-3,7
O=C(COC(=O)c1cccnc1)Nc1ccc2c(c1)OCO2,-20,-10,-0.2,-14,3,-3,0.7,-2,9
Cc1cccc(NCc2nnc(-c3ccccc3)o2)c1C,-27,-6,2.5,1,1,-11,2.3,0,1
COc1ccccc1CN1CC(C(=O)N2CCC(C(=O)c3ccccc3)CC2)CCC1=O (stereo not drawn),-15,-22,7.0,-7,2,-7,3.4,9,4
COc1cccc(C2CC(c3cccc(OC)c3)n3nc(N)nc3N2)c1 (stereo not drawn),9,-4,0.3,-1,4,-1,0.9,-4,0
CC(C)C[C@@H](CNCC(=O)[C@H](CC(=O)O)NC(=O)c1[nH]cnc1C(=O)N[C@H](CN)CC(C)C)NC(=O)c1nc[nH]c1C(=O)N[C@@H](Cc1ccccc1)C(=O)O,-5,nt,nt,-7,0,nt,nt,-5,9
Cc1ccc(-c2nnc(CSc3nnc(COc4ccccc4)n3-c3ccccc3)o2)cc1,-3,24,4.9,-11,7,-16,-1.2,-4,9
COc1ccccc1C(CNC(=O)c1cccc(S(=O)(=O)N2CCCc3ccccc32)c1)N(C)C (stereo not drawn),-16,nt,nt,101*,10,nt,nt,-9,-31
CCC(=O)NC(=S)Nc1ccc(S(=O)(=O)N2CCN(C)CC2)cc1,-4,0,0.9,4,1,-5,-0.7,-5,-5
CC(C)N1CCC(=NNc2ccc(S(=O)(=O)N3CCOCC3)cc2[N+](=O)[O-])CC1,7,-10,0.0,-5,2,-5,-0.3,-11,-1
CC(C)(C)c1ccccc1OCC(=O)Nc1ncn[nH]1,6,-16,1.2,8,3,-12,1.0,-4,0
C[C@]12CCC(=O)C[C@@H]1CC[C@@H]1[C@@H]2CC[C@]2(C)C=CC[C@@H]12,-16,5,0.8,-31,2,0,-0.2,-1,3
O=C(Nc1cccc(S(=O)(=O)NC2=NCCC2)c1)c1cc(=O)[nH]c2ccccc12,3,-8,0.6,-10,2,-3,1.3,-3,8
CCNC(=O)CSc1nnc(-c2cc(-c3ccc(Cl)cc3)nc3ccccc23)o1,-7,-21,0.3,-5,-1,4,-0.8,-2,8
CCCCc1ccc(S(=O)(=O)NNC(=S)NCc2ccco2)cc1,13,10,6.4,1,4,-5,9.9,-1,1
COC(=O)C1=C(C)N(C)C(=O)NC1c1cc2c(cc1Br)OCO2 (stereo not drawn),-19,-15,0.4,-8,2,-2,-0.6,-4,0
CN(C)c1cc2c3ccccc3n(C)c2cc1N,-13,nt,nt,-23,-2,nt,nt,-9,10
COCCNC(=O)C1CCCN(C(=O)c2nc3ccccc3s2)CC1 (stereo not drawn),-14,nt,nt,-22,1,nt,nt,-1,12
CCO/C(C)=N/n1c2nc3ccccc3nc2c2c(=O)n(Cc3ccccc3Cl)c(C)nc21,8,-22,0.5,-29,0,-5,-1.2,-4,11

# Structural class, the compounds so far with an aryl thioether with sulfur outside any ring.
SMILES,TAAR1 antagonist,CHO parental Ca,V1R ag counter,CHRM1 antagonist,TAAR1 agonist,OXTR potentiate,OXTR agonist,M1 ag,CHRM1 PAM
CC(=O)/C(=C\N(C)C)Sc1ccc(C)cc1,-28,-1,0.6,-21,5,-1,0.1,-5,12
CC(C)N(CCn1c(SCC(=O)N2CC(=O)Nc3ccccc32)nc2ccccc2c1=O)C(C)C,15,-12,0.0,61*,0,-3,0.6,-6,-23
CCSc1ccccc1C(=O)Nc1nc2ccccc2c(=O)[nH]1,21,-22,1.5,-1,6,-4,0.6,-6,3
CC(C)OC(=O)CSc1nnc(CNc2cccc(Cl)c2)n1C,-12,-23,1.6,-9,3,-6,1.5,-3,-2
Cc1ccc(S(=O)(=O)N2CCOCC2)cc1NC(=O)CSc1ccccn1,-18,4,-0.5,5,1,-4,0.7,-1,0
Cc1ccc(-c2nnc(CSc3nnc(COc4ccccc4)n3-c3ccccc3)o2)cc1,-3,24,4.9,-11,7,-16,-1.2,-4,9
CCNC(=O)CSc1nnc(-c2cc(-c3ccc(Cl)cc3)nc3ccccc23)o1,-7,-21,0.3,-5,-1,4,-0.8,-2,8
